NCI-60 one-dose screen, 48 h, at 10 µM unless noted. Numbers give growth in % (100 = growth as untreated, 0 = no growth, -100 = all killed).
HS 578T: HS 578T breast cancer | AID 1794788 | 78,000 compounds, 4.1% hits
UACC-62: UACC-62 melanoma. 81,000 compounds, 5.4% hits
T-47D: T-47D breast cancer; 79,000 compounds, 5% hits; AID 1794792
BT-549: BT-549 breast cancer; 78,000 compounds, 4.4% hits; AID 1794793
SK-MEL-28: SK-MEL-28 melanoma | 81,000 compounds, 4.1% hits | AID 1794761
MALME-3M: MALME-3M melanoma; 78,000 compounds, 5.8% hits; AID 1794766
UACC-257: UACC-257 melanoma | 78,000 compounds, 4.4% hits | AID 1794764
SK-MEL-2: SK-MEL-2 melanoma; 77,000 compounds, 4.7% hits
The depositor's hits bear a star; . = no result given; & = joins results of further samples. Rule for the calls: active = growth percent below 10; inactive = the rest.

Assay codes: A = HS 578T; B = UACC-62; C = T-47D; D = BT-549; E = SK-MEL-28; F = MALME-3M; G = UACC-257; H = SK-MEL-2
[1] COc1cc(-c2nn(C(=O)NS(=O)(=O)c3ccc4ccccc4c3)cc2-c2ccncc2)ccc1Cl
  A: 93	B: 77	C: 75	D: 57	E: 93	F: 92	G: 104	H: 98

[2] CC(Cc1cccc2ccccc12)C(N)=O (centres undefined)
  A: 99	B: 99	C: 105	D: 105	E: 108	F: 111	G: 104	H: 105

[3] Cc1[nH]c(/C=C/C(=O)c2ccc(C(F)(F)F)c(F)c2)c(C)c1C(=O)N1CCOCC1
  A: 90&102	B: 82&89	C: 71&86	D: 96&100	E: 95&106	F: 93&105	G: 96&103	H: 101&98

[4] Nc1ccc2ccc(S(=O)(=O)O)cc2c1
  A: 100	B: 100	C: 118	D: 104	E: 114	F: 97	G: 107	H: 100

[5] CCCCCCCC/C=C/CCCCCCCC1=NC(C)(C)CN1C(C)(C)CO
  A: 66	B: -25*	C: -10*	D: 76	E: -64*	F: -13*	G: -29*	H: 51

[6] Cc1ccccc1-n1c(C)nc2cc(NC(=O)c3cccs3)ccc2c1=O
  A: 102	B: 93	C: 92	D: 103	E: 103	F: 118	G: 112	H: 110

[7] Nc1[nH]nc(Nc2cccc(Cl)c2Cl)c1C(=O)c1cccs1
  A: 94	B: 60	C: 61	D: 91	E: 90	F: 69	G: 87	H: .

[8] O=C(NNc1nc2cc(F)c(F)cc2n2cccc12)c1ccncn1
  A: 48	B: 19	C: 15	D: 29	E: 29	F: 34	G: 16	H: 30

[9] Cc1ccccc1SCCC(=O)O
  A: 105	B: 112	C: 92	D: 81	E: 113	F: 92	G: 95	H: 94

[10] CCNC(=O)N1CCc2c(Cl)c3c(c(OC)c2[C@@H]1[C@H]1OCc2c1ccc(OC)c2OC)OCO3
  A: 104	B: 89	C: 88	D: 100	E: 102	F: 99	G: 87	H: 90

Later entries.
Assay codes: A = HS 578T; B = UACC-62; C = T-47D; D = BT-549; E = SK-MEL-28; F = MALME-3M; G = UACC-257; H = SK-MEL-2
[11] COc1ccc(-c2nnc(SCC(=O)Nc3ccc(C(C)=O)cc3)o2)cc1
  A: 105	B: 83	C: 88	D: 93	E: 99	F: 107	G: 112	H: .

[12] Brc1ccccn1
  A: 105	B: 103	C: 115	D: .	E: 114	F: 120	G: 113	H: .

[13] C/C=C/C=N/NC(=S)NCc1ccccc1
  A: .	B: 90	C: 107	D: 102	E: 111	F: 94	G: 76	H: .

[14] CC(C)NC(=O)/C=C\C(=O)O
  A: 111&107	B: 107&98	C: 108&103	D: 105&123	E: 111&106	F: 112&99	G: 102&103	H: 121&105

[15] NC(N)=Nc1ccc(Nc2cccc(Nc3ccc(Cl)c(C(F)(F)F)c3)c2)cn1
  A: 28	B: 25	C: 24	D: 68	E: 40	F: .	G: 43	H: 54

[16] Cc1noc2c(Cc3ccc([N+](=O)[O-])cc3)nn(CC(=O)N/N=C/c3ccc(Br)cc3)c(=O)c12
  A: 41	B: 80	C: 62	D: 94	E: 96	F: 66	G: 106	H: 116

[17] O=C(C=Nc1cc2c(cc1Br)-c1ccccc1C2=O)c1ccc(Br)cc1
  A: 92	B: 98	C: 78	D: 101	E: 102	F: 97	G: .	H: 99

[18] O=C(/C=C/c1ccccc1)n1nc(-c2ccccc2)nc1-c1ccccc1
  A: 112	B: 106	C: 100	D: 105	E: 105	F: 114	G: .	H: 102

[19] CC1=CC2ON(C(=O)c3ccccc3)C1C1C(O)c3ccccc3N3C(=O)CO[C@]213 (some centres undefined)
  A: 105	B: 92	C: 90	D: 97	E: 105	F: 96	G: 96	H: 117

[20] CCCCn1c(=O)c(/C=C/C(=O)/C=C/c2ccc3c(c2)OCO3)cc2cc(OC)ccc21
  A: 100	B: 74	C: 88	D: 97	E: 107	F: 114	G: 94	H: 107

The list continues:
Assay codes: A = HS 578T; B = UACC-62; C = T-47D; D = BT-549; E = SK-MEL-28; F = MALME-3M; G = UACC-257; H = SK-MEL-2
[21] Cc1ccc(-c2csc(NC(=O)CSc3nc(-c4ccc(C)cc4)c(C#N)c(=O)[nH]3)n2)cc1
  A: 82	B: 86	C: 88	D: 93	E: 98	F: 118	G: 95	H: 111

[22] CCC(C)[C@H](NC(C)=O)C(=O)N[C@@H](CCCNC(=N)N)C(=O)N[C@@H](CCCCN)C(=O)N[C@@H](CC1CCC(O)CC1)C(=O)NC(C(=O)N[C@@H](CCSC)C(=O)N[C@@H](CCCNC(=N)N)C(=O)N[C@@]1(C)CCC/C=C\CCC[C@@](C)(C(=O)NC(C(=O)N[C@@H](CCC(=O)O)C(=O)N[C@@H](CC(C)C)C(=O)N[C@H](C(=O)N[C@@H](CCC(=O)O)C(N)=O)C(C)C)[C@@H](C)O)NC(=O)[C@H](CCC(N)=O)NC(=O)[C@H](CC(C)C)NC(=O)[C@H](CC(C)C)NC1=O)[C@@H](C)O (some centres undefined)
  A: -7.7*	B: 100	C: 79	D: 117	E: 95	F: 102	G: .	H: 100

[23] COc1ccc(CNc2ccc3nc(NC(=O)CN4CCCCC4)sc3c2)cc1
  A: 106	B: 70	C: 56	D: 99	E: 94	F: 103	G: 94	H: 102

[24] COc1ccc(/C=N/Nc2ncc(C(N)=O)c(N)n2)cc1
  A: 99	B: 90	C: 83	D: 99	E: 108	F: 100	G: 100	H: 72

[25] O=[N+]([O-])c1cccc(-c2nc3sccn3c2-c2ccnc(NCCNS(=O)(=O)c3ccc(C(F)(F)F)cc3)n2)c1
  A: 66	B: 13	C: -3.0*	D: 26	E: 59	F: 41	G: 49	H: 27

[26] CCC(C(=O)N1CCNC2=C(C(=O)N(C)C2(C)C)C1c1ccc(Cl)c(Cl)c1)c1ccccc1 (centres undefined)
  A: 92	B: 82	C: 91	D: 103	E: 104	F: 85	G: .	H: 97

[27] CC/C=C\C[C@H](O)C/C=C1/C(=O)C(Cl)=C[C@@H]1C/C=C\CCCC(=O)O
  A: 76	B: 1.5*	C: 57	D: 59	E: 44	F: 22	G: .	H: 54

[28] COc1ccccc1NCC(=O)NN
  A: 106	B: 100	C: 104	D: 107	E: 112	F: 123	G: 97	H: 113

[29] O=Cc1cn(S(=O)(=O)c2ccc3ccccc3c2)c2ccccc12
  A: 83	B: 57	C: 60	D: 74	E: 93	F: 89	G: 100	H: 88

[30] OB(O)CC[C@H]1OC[C@H](O)[C@@H](O)[C@@H]1O
  A: 93	B: 90	C: 96	D: 106	E: 107	F: 101	G: 96	H: 121

Next section.
Assay codes: A = HS 578T; B = UACC-62; C = T-47D; D = BT-549; E = SK-MEL-28; F = MALME-3M; G = UACC-257; H = SK-MEL-2
[31] CCCCC1COc2cccc3c2N1C=C/C3=C\C(=O)N(Cc1ccccc1)c1ccc(OC)cc1 (centres undefined)
  A: 101	B: 79	C: .	D: 94	E: 104	F: 105	G: 92	H: 106

[32] C[C@H](c1ccccc1)N1C(=S)N(C)[C@H]2NC(=S)N[C@H]21
  A: 108	B: 92	C: 98	D: 98	E: 110	F: 107	G: 120	H: 110

[33] CC[n+]1cccc(C(N)=O)c1
  A: 94	B: 93	C: 108	D: 107	E: 107	F: 103	G: 99	H: 109

[34] CC(C)(CO)C(O)C(=O)NCCO (centres undefined)
  A: 95	B: 93	C: 95	D: 107	E: 112	F: 94	G: 79	H: 102

[35] CC1(C)COC(=O)OC1
  A: .	B: 101	C: 114	D: 105	E: 81	F: 105	G: 66	H: .

[36] O=c1ccn2c(n1)SC(c1ccccc1)C2 (centres undefined)
  A: 114	B: 107	C: 102	D: 104	E: 106	F: 96	G: 103	H: 106

[37] [O-][N+](=Nc1ccc(Br)cc1)c1ccc(Br)cc1
  A: 105	B: 91	C: 69	D: 97	E: 115	F: 100	G: 105	H: 104

[38] O=C1NC(=O)c2cc([N+](=O)[O-])ccc21
  A: 127	B: 102	C: 103	D: 123	E: 120	F: 106	G: 104	H: 107

[39] CC(CC(=O)O)S(=O)(=O)c1ccc([N+](=O)[O-])cc1 (centres undefined)
  A: 91	B: 105	C: 92	D: 103	E: 114	F: 103	G: 88	H: .

[40] COc1ccc(N2C(=O)CSC2c2ccc(Cl)cc2)cc1 (centres undefined)
  A: 109	B: 95	C: 102	D: 96	E: 115	F: 99	G: 105	H: 110

Remaining list, next part
Assay codes: A = HS 578T; B = UACC-62; C = T-47D; D = BT-549; E = SK-MEL-28; F = MALME-3M; G = UACC-257; H = SK-MEL-2
[41] CNS(=O)(=O)Nc1nccc(Cc2c(C)c3ccc(Oc4ncccn4)cc3oc2=O)c1F
  A: .	B: 4.5*	C: 60	D: 69	E: 8.6*	F: 4.1*	G: -5.4*	H: .

[42] C#CCOc1ccc(C(Nc2ccc(Cl)cc2)c2nnnn2C2CCCCC2)cc1OC (centres undefined)
  A: 97	B: 57	C: 93	D: 86	E: 105	F: 84	G: 101	H: 100

[43] CCCCCCCCCCCCCOC(=O)c1c(C)[nH]c(/C=C2\N=C(c3ccc[nH]3)C=C2OC)c1C
  A: 18	B: -19*	C: 27	D: 51	E: 30	F: 42	G: 39	H: -42*

[44] CCNc1nc(O)c(/C=C2\C=Nc3ncccc32)s1
  A: -15*	B: -16*	C: -9.7*	D: -50*	E: -17*	F: -6.2*	G: -16*	H: -49*

[45] NS(=O)(=O)c1ccc(CCn2c(SCc3ccc(F)cc3)nc3ccccc3c2=O)cc1
  A: 69	B: 81	C: 93	D: 106	E: 105	F: 86	G: 101	H: 96

[46] N#Cc1c(-c2ccccc2)nc(SCC(=O)c2ccc(Br)cc2)[nH]c1=O
  A: 94	B: 110	C: 91	D: 100	E: 113	F: 117	G: 106	H: 93

[47] O=c1ccc2ccc(OCc3cn(Cc4ccccc4)nn3)cc2o1
  A: 101	B: 92	C: 93	D: 109	E: 107	F: 100	G: 103	H: 105

[48] O=C1C(Cl)=C(N=Nc2c(Cl)c(O)c3ccccc3c2O)C(=O)c2ccccc21
  A: 55	B: 5.3*	C: 67	D: 62	E: 67	F: 43	G: .	H: 99

[49] CN1C/C=C\CCOc2cccc(c2)-c2ccnc(n2)Nc2cccc(c2)C1
  A: .	B: -63*	C: -42*	D: -69*	E: -76*	F: -79*	G: -74*	H: .

[50] CCCC(=O)c1ccc(C)s1
  A: 101	B: 94	C: 97	D: 109	E: 108	F: 121	G: 108	H: 119

Additional structures.
Assay codes: A = HS 578T; B = UACC-62; C = T-47D; D = BT-549; E = SK-MEL-28; F = MALME-3M; G = UACC-257; H = SK-MEL-2
[51] c1ccc2c(c1)NC1CCCCC21 (centres undefined)
  A: 97	B: 108	C: 103	D: .	E: 103	F: 98	G: 103	H: 123

[52] CC[C@@H](C)/C=C(C)/C=C/C(O)=C1\C(=O)N[C@@H](Cc2ccc(OC(=O)[C@@](OC)(c3ccccc3)C(F)(F)F)cc2)C1=O
  A: 68	B: 99	C: 113	D: 89	E: 103	F: .	G: 94	H: 80

[53] O=C(CCCC(=O)N/N=C/c1ccccc1Cl)N/N=C\c1ccccc1Cl
  A: 85	B: 87	C: .	D: 103	E: 112	F: 101	G: 105	H: 98

[54] O=C(O)/C=C1/OC(=O)c2ccccc21
  A: 101	B: 95	C: 102	D: 101	E: 94	F: 85	G: 100	H: 106

[55] COc1cc(NC(=O)c2ccc3c(c2)nc(-c2ccco2)n3CCCOC(C)C)cc(OC)c1OC
  A: 67	B: 92	C: 62	D: 82	E: 97	F: 111	G: 102	H: 96

[56] COc1ccc(C2C3N=C4N(NC(=O)N4c4ccccc4)C3=Nc3nc(-c4ccc(Cl)cc4)nn32)cc1 (centres undefined)
  A: 94	B: 90	C: 87	D: 94	E: 107	F: 98	G: 106	H: 104

[57] O=C1c2cc3c(cc2-c2c1c1cc(F)c(F)cc1c(=O)n2CCCn1ccnc1)OCO3
  A: 53	B: -61*	C: 4.9*	D: 13	E: 35	F: -4.8*	G: -29*	H: -11*

[58] O=c1oc2cc(NCCN3CCOCC3)ccc2cc1-c1nc2ccccc2[nH]1
  A: 99	B: 93	C: 92	D: 96	E: 99	F: 95	G: 82	H: 107

[59] COc1cc(Br)c(CC2c3cc(OC)c(OC)cc3CCN2C)cc1OC (centres undefined)
  A: 107	B: 95	C: 101	D: 106	E: 111	F: 84	G: 97	H: 96

[60] Cc1oc(-c2ccccc2)nc1CNCCc1ccccc1
  A: 91	B: 97	C: 79	D: 90	E: 105	F: 93	G: 102	H: 103

[61] CCCCCCCCC(=O)N1CCCCC1
  A: .	B: 112	C: 93	D: 100	E: 101	F: 115	G: 102	H: 90

Another view of some results above.
Below each compound: HS 578T	UACC-62	T-47D	BT-549	SK-MEL-28	MALME-3M	UACC-257	SK-MEL-2
#54 O=C(O)/C=C1/OC(=O)c2ccccc21
  101	95	102	101	94	85	100	106
#55 COc1cc(NC(=O)c2ccc3c(c2)nc(-c2ccco2)n3CCCOC(C)C)cc(OC)c1OC
  67	92	62	82	97	111	102	96
#56 COc1ccc(C2C3N=C4N(NC(=O)N4c4ccccc4)C3=Nc3nc(-c4ccc(Cl)cc4)nn32)cc1 (centres undefined)
  94	90	87	94	107	98	106	104
#57 O=C1c2cc3c(cc2-c2c1c1cc(F)c(F)cc1c(=O)n2CCCn1ccnc1)OCO3
  53	-61*	4.9*	13	35	-4.8*	-29*	-11*
#58 O=c1oc2cc(NCCN3CCOCC3)ccc2cc1-c1nc2ccccc2[nH]1
  99	93	92	96	99	95	82	107
#59 COc1cc(Br)c(CC2c3cc(OC)c(OC)cc3CCN2C)cc1OC (centres undefined)
  107	95	101	106	111	84	97	96
#60 Cc1oc(-c2ccccc2)nc1CNCCc1ccccc1
  91	97	79	90	105	93	102	103
#61 CCCCCCCCC(=O)N1CCCCC1
  .	112	93	100	101	115	102	90

Screens: PubChem BioAssay, NCI
